Tau FP inhib – tau fibrillization inhibition (FP); AID 1468; K18 P301L tau heparin fibrillization, Alexa594 FP, 6 h; P10636; Potency, µM (top dose mostly 57.7 µM), without a hit: top-dose activity, negative = inhibition, hits mostly inhibitors; 0.39% of 280,000 active; note: % is set by controls: 0 for no effect and ±100 for the full control effect; nearly all actives have a fitted effect of over 55% in size
Target sequence (P10636 561-689 P618L limits assumed): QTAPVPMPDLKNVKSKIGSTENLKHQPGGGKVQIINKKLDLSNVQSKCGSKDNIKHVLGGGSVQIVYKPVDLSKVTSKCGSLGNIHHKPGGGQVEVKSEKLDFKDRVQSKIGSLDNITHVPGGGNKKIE
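Human K18 P301L fragment (15 uM unlabeled plus 0.24 uM Alexa 594-labeled) in 100 mM sodium acetate pH 7 with compound, aggregation induced by 20 uM heparin for 6 hr at 37 C. ThT (30 uM) added for 1 hr, then Alexa 594 FP read.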
aGal spleen mod – inhibitors or activators of human alpha-galactosidase in spleen homogenate; Potency, µM (titrated, usually from 80 µM), for the others: top-dose activity change, negative = inhibition, usual class: inhibitors; 0.008% of 240,000 active; AID 2107; human spleen homogenate, 4MU-alpha-Gal fluorescence, 40 min;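 note: 0% = enzyme with vehicle and -100% = no enzyme basal signal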
Target sequence (P06280 32-429 limits assumed): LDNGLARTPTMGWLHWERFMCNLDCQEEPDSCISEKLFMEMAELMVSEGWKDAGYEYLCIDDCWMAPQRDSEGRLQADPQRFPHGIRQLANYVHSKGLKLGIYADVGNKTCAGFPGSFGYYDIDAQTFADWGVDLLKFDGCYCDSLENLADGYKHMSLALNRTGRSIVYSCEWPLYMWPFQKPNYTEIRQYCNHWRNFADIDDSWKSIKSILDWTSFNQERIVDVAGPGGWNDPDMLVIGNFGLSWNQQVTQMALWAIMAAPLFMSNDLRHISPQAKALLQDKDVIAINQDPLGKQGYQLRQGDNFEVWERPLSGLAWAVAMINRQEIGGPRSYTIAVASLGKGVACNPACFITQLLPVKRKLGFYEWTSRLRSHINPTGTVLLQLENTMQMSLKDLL
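Human spleen homogenate (1 ug) was the enzyme source, with 4-methylumbelliferyl-alpha-D-galactopyranoside (1 mM final) in pH 5.0 citrate buffer with 0.01% Tween-20. Compounds were titrated; after 40 min at 37C, NaOH/glycine stop, 4-MU fluorescence read; AC50 from Hill fits.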
GAA inhib – alpha-glucosidase (human) inhibition; purified human GAA, 4-MU-alpha-glucoside fluorescence; Potency, µM (series often up to 76.9 µM), for inactives: top-dose activity change, negative = inhibition, actives largely listed as inhibitors; 0.005% of 200,000 active; P10253; AID 1466;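 note: plate controls were uninhibited enzyme wells for no effect and no-enzyme background for full effect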
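Endpoint fluorogenic read: 20 min room-temperature reaction of 4 nM human alpha-glucosidase with 400 uM 4-methylumbelliferyl-alpha-D-pyranoside, pH 5.0, quenched with 1M NaOH/1M glycine pH 10. AC50 from Hill modeling.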
HTT cytoprotect – protects HTT-Q103 PC12 cells, measured by ATP | 0.14% of 230,000 active | Potency, µM (titrated, usually from 56.4 µM), without a hit: cytoprotection (ATP increase), usual class: activators | PC12 HTT-Q103 induced, cytoprotection, ATP luminescence, 40 h;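 note: % of control where 0% means no effect; nearly all actives have a fitted effect of over 45% in size; toxic huntingtin expression switched on by the ecdysone agonist tebufenozide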
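Readout: ATPlite luminescence (ATP level). Model: stable PC12, inducible Htt exon1 Q103-GFP. Inducer: tebufenozide, 100 nM final. Compounds: dose series. No G418 in medium.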
GAA glycogen – GAA glycogen-cleavage inhibition or activation | P10253 | recombinant GAA, glycogen substrate, Amplex Red glucose oxidase fluorescence | Potency, µM (highest dose often 76.4 µM), for inactives: at the highest dose activity change, negative = inhibition, actives largely listed as inhibitors | 0.38% of 300,000 active | AID 2100;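 note: 0% = full enzyme reaction and -100% = no-enzyme basal signal; the screen sought inhibitors and activators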
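Recombinant enzyme (4 nM final) with compounds titrated up to 77 uM and bovine liver glycogen (30 ug) in citrate pH 5.0, 0.01% Tween-20, 37 C 40 min. Released glucose detected by Amplex Red/glucose oxidase (Ex 573/Em 610); AC50 from Hill fits.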
Tau fluor counter – counter-screen for tau fibril formation inhibitors. tau K18 P301L Alexa594 fluorescence, heparin fibrillization. Potency, µM (highest dose often 57.7 µM), for the others: top-dose activity change, negative = decrease. 0.93% of 280,000 active. AID 1463; note: % is set by controls: 0 for no effect and ±100 for the full control effect; nearly all actives have a fitted effect of over 55% in size
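Human tau K18 P301L (15 uM unlabeled, 0.24 uM Alexa 594-labeled) in 100 mM sodium acetate pH 7 with 20 uM heparin, 6 hr at 37 C. ThT 30 uM added, 1 hr ambient; Alexa 594 FP and total fluorescence read at 555/632 nm.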
GAA spleen mod – lysosomal alpha-glucosidase (human) modulation; 0.006% of 240,000 active; AID 2112; P10253; Potency, µM (top dose mostly 79.9 µM), for inactives: top-dose activity change, negative = inhibition, hits mostly inhibitors; human spleen homogenate, 4-MU-alpha-glucoside fluorescence;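 note: 0% = enzyme with vehicle and -100% = no enzyme basal signal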
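Enzyme source: human spleen homogenate, 1 ug/well. Buffer 50 mM citric acid/K phosphate pH 5.0, 0.01% Tween-20. 4-MU-alpha-glucoside 1 mM; 37 C x 40 min; NaOH/glycine stop; fluorescence.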
Tau fibril ThT – tau fibrillization inhibition (ThT binding). recombinant tau K18 P301L (four-repeat tau fragment), heparin-induced fibrillization, ThT fluorescence. Potency, µM (titrated, usually from 57.4 µM), for the others: top-dose activity, negative = inhibition, most hits filed as inhibitors. 2.1% of 270,000 active; note: % is set by controls: 0 for no effect and ±100 for the full control effect; nearly all actives have a fitted effect of over 55% in size
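K18 P301L tau (15 uM + 0.24 uM Alexa 594-tagged), heparin 20 uM, NaOAc pH 7, 6 h 37 C; ThT 30 uM, 1 h RT, ex 450/em 510 nm.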
* = called active by the depositor; ? = inconclusive; · = not tested or not shown; & = joins results of further samples; [ ] = another dose, or the depositor's remark. Calls come from the whole dose curve; as a rule, active = well fitted curve in the direction sought with a large enough effect; inconclusive = small, poorly fitted or top-dose-only effect, or another doubt; inactive = no such curve, though single readings can be large; an effect the other way counts as inactive or inconclusive. Potency is the fitted concentration of half-maximal effect.

Each structure is followed by: Tau FP inhib, aGal spleen mod, GAA inhib, HTT cytoprotect, GAA glycogen, Tau fluor counter, GAA spleen mod, Tau fibril ThT
> CCCn1c(SCc2nc(-c3ccccc3OCC)no2)nnc1-c1ccc(Cl)cc1
 : 0.4%, ·, ·, ·, -14.3%[76.3 µM], -19.1%, ·, -16.7%
> CCOc1ccccc1CNC(=O)C1=C(C)C(=O)OC12CCN(C(C)=O)CC2
 : -4.0%, ·, ·, ·, 6.3%[76.3 µM], 1.9%, ·, 0.0%
> Cc1cc(C)c(C#N)c(N2CCCC(C(N)=O)C2)n1 (configuration not stated)
 : 0.5%, 14.1%, 6.0%, 0.1%, -6.2%, -2.1%, 6.9%, -5.7%
> O=c1c2ccccc2nc(COc2ccccc2)n1/N=C/c1c[nH]c2ccccc12
 : ?, -0.3%, 9.6%, -7.8%[10 µM], 3.3%, ?, -4.5%, 6.7%
> Cc1cc(C)cc(N=C2NC(=O)/C(=C/c3cccs3)S2)c1
 : ?, 3.1%, -10.7%, 5.3%[10 µM], 9.1%, ?, -7.0%, ?
> O=C(Nc1ccccc1C(=O)NCc1ccc(Cl)cc1)c1ccco1
 : -3.1%, 0.4%, -1.1%, -21.0%[0.074 µM], -3.3%, -18.0%, -4.9%, -11.9%
> CCCn1c(SCC(=O)Nc2cc(Cl)ccc2OC)n[nH]c1=O
 : -0.8%, 4.8%, -8.3%, 15.8%[10 µM], 7.0%, -17.3%, 7.4%, -10.7%
> Cc1nn(CC(C)C)c(=S)[nH]c1=O
 : 2.2%, 10.1%, -1.9%, 16.0%, 5.3%, 4.2%, 4.0%, -2.5%
> COc1cc(CN2CCN(S(=O)(=O)c3ccc(F)cc3)CC2)cc(OC)c1OC
 : 0.6%&-1.3%, -4.3%, -5.8%, -1.7%[10 µM], 6.8%, 1.8%&-2.1%, -7.2%, -3.4%&-4.4%
> COc1ccc(COC(=O)N/N=C2/C[C@@H](O)[C@@H](O)[C@@H]3[C@@H]4C(=O)N(C(C)(C)C)C(=O)[C@H]4CC[C@@H]23)cc1
 : 1.2%[11.6 µM], -0.2%[17.5 µM], ·, -3.7%[10 µM], ·, -5.1%[11.6 µM], -2.8%[17.4 µM], -7.4%[11.5 µM]
> CC(C)C(=O)Nc1cccc(C(=O)NCc2ccc3c(c2)OCO3)c1
 : -0.8%, 8.3%, -2.5%, 3.9%, -0.7%, -5.6%, -8.6%, -9.1%
> O=c1cc(CN2CCN(Cc3ccccc3)CC2)c2cc(Cl)ccc2o1
 : 3.8%, -12.0%, -0.5%, -8.9%, -7.1%, 0.5%, 2.0%, -5.5%
> CCN1CCN(Cc2ccc(NC(=O)c3ccc(C)c(NC(=O)c4cccc5[nH]ccc45)c3)cc2C(F)(F)F)CC1
 : 12.3%, -5.1%, ·, 2.0%[10 µM], -3.7%, -24.8%, -3.1%, -18.9%
> Cc1ccc(NS(=O)(=O)N(C)C)cc1
 : 3.7%, 4.1%, -0.7%, 15.8%[10 µM], -6.5%, -1.0%, 2.3%, 0.5%
> O=C(CCNC(=O)c1ccc([N+](=O)[O-])cc1)N/N=C/c1ccc(F)cc1
 : 2.9%, 3.2%, -0.6%, -13.1%, -8.9%, -11.3%, -9.9%, -17.5%
> Cc1ccc(-c2nnn(CC(=O)N(CC(=O)NC3CCCC3)c3cnc4ccccc4c3)n2)o1
 : -3.0%, -8.3%, 3.7%, 3.1%, 5.7%, -11.1%, 0.3%, -10.2%
> Cc1cccc(NC(=S)N2CCCN(c3ncccc3[N+](=O)[O-])CC2)c1
 : 4.2%, 3.2%, -2.3%, 4.1%[10 µM], 6.2%, -9.7%, 5.0%, -12.5%
> O=C(NCc1ccc(Cl)cc1)C1CCN(c2nn3cc(-c4ccc(F)cc4)nc3s2)CC1
 : ?, ·, ·, ·, 10.4%[76.3 µM], -0.6%, ·, ?
> Cc1cc(C)c2nc(SCC(=O)Nc3ccc(S(=O)(=O)N4CCCC4)cc3)c(C)cc2c1
 : ?, 8.6%, -10.3%, 4.1%, -1.4%, -20.8%, -1.7%, -7.4%
> CCc1ccc(C(=O)c2cn(CC(=O)Nc3cccc(OC)c3)c3cc4c(cc3c2=O)OCO4)cc1
 : ?, ·, ·, ·, 4.8%[76.3 µM], ?, ·, 0.9%
> CN(C)/C=N/c1ncc(C(=O)c2ccc(Cl)cc2)s1
 : -8.1%, -4.1%, -3.2%, 10.5%[10 µM], -1.8%, -7.9%, -12.0%, -8.5%
> CCOC(=O)c1ccc(N2C(=O)c3n[nH]c(-c4ccco4)c3C2c2ccc(O)cc2)cc1 (configuration not stated)
 : ?, ·, ·, ·, -8.9%[76.3 µM], ?, ·, -15.9%
> O=C(/C=C/c1ccco1)NC(=S)Nc1nc(-c2ccc(Cl)cc2)cs1
 : -4.0%, 8.1%, -2.5%, -22.2%[10 µM], -0.7%, -26.8%, 7.5%, ?
> CCOC(=O)C1CCN(C(=O)CSc2cc(=O)n(CC)c3ccccc23)CC1
 : 5.7%, 11.4%, 1.1%, 0.4%[10 µM], 1.4%, 8.4%, 6.9%, 2.5%
> Cc1ccc(CNS(=O)(=O)/C=C/c2ccc3c(c2)OCO3)cc1
 : 0.7%, -2.4%, 1.2%, -4.4%[10 µM], -4.9%, -18.6%, -8.2%, -11.5%
> CCOc1ccccc1C1CC(=O)NC2=C1C(=O)CC(C)(C)C2 (configuration not stated)
 : -0.7%, 0.9%, 0.6%, -28.6%, 1.7%, -6.9%, -4.4%, -17.6%
> CN(C)c1ccc(CN2CCC(C(N)=O)CC2)cc1
 : 0.9%, 0.2%, 1.7%, -2.7%[10 µM], -15.7%, -0.9%, 0.7%, -7.9%
> Cc1nnc(NC(=O)C2CCN(S(=O)(=O)c3ccc(Cl)cc3)CC2)s1
 : 4.0%, 5.0%, 2.6%, -5.6%[10 µM], -5.9%, -1.3%, -19.9%, 3.1%
> CC(NC(=O)c1ccco1)C(c1cccs1)N1CCN(c2ccccc2F)CC1 (configuration not stated)
 : 8.0%, 5.6%, 2.3%, 25.3%[10 µM], -5.1%, -0.6%, -2.0%, -7.6%
> Cc1cccc(NC(=S)c2nc3ccccc3s2)c1
 : -10.6%, -7.2%, -2.2%, -3.5%, 9.1%, ?, 0.9%, ?
> Cc1cc(N2CCN(c3ccc(F)cc3)CC2)n2ncnc2n1
 : 0.0%, -5.8%, ·, 3.4%[10 µM], 0.6%, -4.2%, 0.5%, -7.5%
> O=C(NCc1ccco1)c1ccc2c(c1)N(Cc1ccc(Cl)cc1)CCS2
 : ?, 3.4%, ·, 31.8%[10 µM], -12.8%, ?, 9.1%, ·
> Cc1ccc(-c2nnc(COc3cccc(-n4cnnn4)c3)o2)cc1
 : -0.9%, 6.7%, 0.9%, -35.0%[inhibitor][10 µM], -26.0%, -8.9%, 3.7%, -14.5%
> CN1CCN(CC(=O)C23CC4CC(CC(C4)C2)C3)CC1
 : -8.3%, 4.2%, 0.6%, -9.2%[0.074 µM], 1.7%, 2.9%, 3.2%, -5.1%
> O=C(CCCSc1nc2ccccc2s1)Nc1nccs1
 : 1.2%, 9.8%, -13.7%, 13.0%[10 µM], 10.2%, -26.4%, 1.6%, ?
> COc1ccc(C)cc1NS(=O)(=O)c1ccc(-c2cnc(C3CC3)o2)cc1
 : 3.2%, ·, ·, ·, -24.4%[76.3 µM], -27.6%, ·, -10.2%
> CCCNC(=O)Cn1c(=O)n(C)c2ccccc21
 : -1.5%, -9.3%, ·, -10.2%[10 µM], -9.4%, -11.8%, -1.1%, -14.3%
> Fc1ccc(NC(=S)Nc2cccnc2)c(F)c1F
 : 7.7%, -1.9%, 5.2%, ·, -8.5%, 5.7%, -11.8%, 4.7%
> CC(C)C(=O)NCCc1c[nH]c2ccccc12
 : -3.7%, 1.3%, 7.2%, ·, 2.3%, -4.9%, -8.1%, -2.9%
> O=C(CCOc1ccccc1)OCC(=O)c1cc2ccccc2o1
 : 5.4%, 16.9%, -1.9%, -3.1%[10 µM], -16.4%, -20.9%, 5.1%, ?
> COc1ccc(NC(=O)CC2C(=O)N(C)C(=S)N2Cc2ccc3c(c2)OCO3)cc1 (configuration not stated)
 : -3.8%, -0.2%, -6.3%, -12.5%[10 µM], -2.8%, -19.5%, -3.1%, -6.1%
> CCOC(=O)c1c(N=CN(C)C)c(C#N)c2n1CCCC2
 : 3.4%, -5.3%, -3.6%, 6.2%[10 µM], -0.7%, 7.1%, 3.0%, -8.8%
> CCCC[C@@H]1C[C@H]1[C@@H](NC(=O)c1ccccc1)c1ccccc1C(F)(F)F
 : 2.4%, 3.4%, -5.9%, ·, -2.1%, -13.6%, 1.8%, -13.2%
> O=C1N=C(C=c2ccc(=Cc3[nH]c(=O)[nH]c3O)cc2)C(=O)N1
 : 4.2%, 1.0%, ·, 21.0%[10 µM], 5.6%, -13.0%, -2.8%, ?
> CC(=O)N1CCN(c2ccc([N+](=O)[O-])cc2)CC1
 : -9.5%, 2.1%, -2.7%, -6.2%[10 µM], 15.6%, 10.3%[2.34 µM], 3.0%, 1.1%
> O=C(COC(=O)CNS(=O)(=O)c1c(Cl)cccc1Cl)Nc1cccnc1Cl
 : 0.8%, -2.0%, -1.3%, 2.3%[10 µM], -1.8%, 2.2%, 2.5%, -3.8%
> CC(=O)Nc1ccc(S(=O)(=O)NCCCN2CCN(Cc3ccccc3)CC2)cc1Cl
 : -3.0%, 1.0%, ·, 18.9%[10 µM], 4.4%, 3.6%, 1.4%, ·

2 records picked at random from those above:
Each structure is followed by: Tau FP inhib, aGal spleen mod, GAA inhib, HTT cytoprotect, GAA glycogen, Tau fluor counter, GAA spleen mod, Tau fibril ThT
> O=C(NCc1ccco1)c1ccc2c(c1)N(Cc1ccc(Cl)cc1)CCS2
 : ?, 3.4%, ·, 31.8%[10 µM], -12.8%, ?, 9.1%, ·
> Cc1cccc(NC(=S)c2nc3ccccc3s2)c1
 : -10.6%, -7.2%, -2.2%, -3.5%, 9.1%, ?, 0.9%, ?
